Bioassay records (PubChem)
VIM-2 inh = blocks Pseudomonas aeruginosa VIM-2 metallo-beta-lactamase | AID 1527 | inhibition, % at 5.6 µM | 290,000 compounds, 0.89% hits | purified VIM-2, nitrocefin hydrolysis, epi-absorbance fluorescence;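 active means inhibition above the mean of all tested compounds plus 3 SD, cutoff set per screening run, cut at about 7.5% in these data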;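 further: red hydrolysis product quenches plate fluorescence so inhibitors raise well fluorescence; 0% = enzyme with DMSO and 100% = DMSO without enzyme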
IDE cell activ = boosts human insulin-degrading enzyme activity in HEK cells | FAbeta-B cleavage, fluorescence polarization; 0% vehicle, 100% cell-free pure enzyme wells | AID 493087 | P14735 | activation, % at 5.96 µM | 340,000 compounds, 0.073% hits;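 active means activation above the mean of all tested compounds plus 3 SD, set per screening campaign, cut at about 17% in these data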
Target sequence (P14735 whole entry, looked up): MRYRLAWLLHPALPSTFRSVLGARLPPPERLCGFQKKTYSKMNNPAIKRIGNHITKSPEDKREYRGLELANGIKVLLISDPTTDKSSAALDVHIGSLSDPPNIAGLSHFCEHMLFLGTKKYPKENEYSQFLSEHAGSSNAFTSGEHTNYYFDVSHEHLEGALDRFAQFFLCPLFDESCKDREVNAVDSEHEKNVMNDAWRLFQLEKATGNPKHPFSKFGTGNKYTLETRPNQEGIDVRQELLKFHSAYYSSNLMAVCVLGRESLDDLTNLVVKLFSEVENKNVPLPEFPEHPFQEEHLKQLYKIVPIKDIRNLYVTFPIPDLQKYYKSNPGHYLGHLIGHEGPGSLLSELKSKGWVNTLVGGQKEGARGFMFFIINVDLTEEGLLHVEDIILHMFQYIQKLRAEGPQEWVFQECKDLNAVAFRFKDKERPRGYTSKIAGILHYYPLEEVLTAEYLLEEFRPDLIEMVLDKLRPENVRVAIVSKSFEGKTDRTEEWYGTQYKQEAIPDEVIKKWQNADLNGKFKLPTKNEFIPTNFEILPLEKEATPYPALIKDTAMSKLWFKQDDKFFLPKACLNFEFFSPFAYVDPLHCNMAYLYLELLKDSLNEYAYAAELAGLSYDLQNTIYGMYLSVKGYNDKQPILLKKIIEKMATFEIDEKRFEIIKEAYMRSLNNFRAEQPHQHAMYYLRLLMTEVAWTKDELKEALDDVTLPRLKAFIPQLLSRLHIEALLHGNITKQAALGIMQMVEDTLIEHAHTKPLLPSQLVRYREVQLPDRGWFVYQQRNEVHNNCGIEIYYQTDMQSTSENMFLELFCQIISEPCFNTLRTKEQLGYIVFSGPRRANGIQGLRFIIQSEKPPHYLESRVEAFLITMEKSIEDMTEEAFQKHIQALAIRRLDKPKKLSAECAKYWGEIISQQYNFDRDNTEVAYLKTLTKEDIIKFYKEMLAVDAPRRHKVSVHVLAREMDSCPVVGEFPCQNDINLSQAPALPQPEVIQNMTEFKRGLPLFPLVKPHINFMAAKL
FID counter = counter-screen for HCV NS3 helicase inhibitors: DNA intercalator displacement; DNA fluorescent intercalator displacement, fluorescence; inhibition, % at 7.9 µM; 290,000 compounds, 0.17% hits; AID 1845; in the data active means inhibition above about 37%;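 further: 0% = vehicle and 100% = reference compound; higher means more ethidium bromide displaced from hairpin DNA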
PfM18AAP inh = PfM18AAP enzyme inhibition | recombinant PfM18AAP, H-Glu-NHMec fluorogenic cleavage | inhibition, % at 7.35 µM | 290,000 compounds, 1.2% hits | AID 1822;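 active means inhibition above the campaign mean inhibition over all tested compounds plus 3 SD, cut at about 28% in these data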;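 further: 0% = plate median of test compound wells and 100% = 2 mM ZnCl2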
NS3 helicase inh = inhibitors of Hepatitis C virus NS3 helicase | NS3 helicase DNA unwinding, Cy5 molecular beacon fluorescence | inhibition, % at 10.9 µM | 290,000 compounds, 0.56% hits;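 active means inhibition above the mean of all tested compounds plus 3 SD, set per campaign, cut at about 35% in these data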;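 further: 0% = DMSO wells and 100% = thioflavine S control wells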
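Material: hepatitis C virus NS3 helicase domain fragment enzyme; measured by: Cy5 fluorescence, 0 and 60 min reads; control set: DMSO and thioflavine S; incubation: 60 min unwinding reaction at 25 °C after ATP addition; read-out basis: % inhibition from 60/0 min fluorescence ratio, DMSO 0%, thioflavine S 100%; repeats: singlicate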
IMP-1 inhibitor = inhibitors of Pseudomonas aeruginosa IMP-1 metallo-beta-lactamase; inhibition, % at 5.6 µM; 290,000 compounds, 0.45% hits; AID 1556; purified IMP-1, nitrocefin hydrolysis, epi-absorbance fluorescence;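 active means inhibition above the mean plus 3 SD of all compounds in the same screening run, cut at about 4.5% in these data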;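 further: 0% = IMP-1 with DMSO and 100% = DMSO wells lacking enzyme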
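Material – recombinant IMP-1 enzyme, purified · Amount – IMP-1 0.2 nM before substrate addition · Medium – HEPES buffer pH 7.1 with ZnSO4 and Brij 35 · Timing – 25 °C, 15 min preincubation, 25 min reaction · Measured by – plate fluorescence quenching by hydrolysis product, ex 480/em 530 nm · Read-out – percent enzyme inhibition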
IDE cell inh = inhibitors of human insulin-degrading enzyme in cells; P14735; HEK cells, FAbetaB cleavage, fluorescence polarization; inhibition, % at 5.59 µM; 320,000 compounds, 0.41% hits; AID 434962;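 active means percent inhibition above the average of all tested compounds plus 3 SD, set per screening campaign, cut at about 16% in these data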;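 further: IDE supplied by intact live HEK cells; FP after avidin binding of uncleaved biotin substrate so inhibition keeps polarization high; 0% = DMSO wells and 100% = 60 µM reference IDE inhibitor Ii1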
SUMO HTRF inh = inhibitors of human SUMOylation (UBC9); HTRF SUMOylation assay, SAE1/SAE2 + UBC9, in vitro; AID 2006; P63279; 290,000 compounds, 0.36% hits; inhibition, % at 35 µM; in the data active means inhibition above about 50%, passing the limit was not always enough; inconclusive means no clear call, values can overlap the other calls; further: strong numbers were not always called active
pCIP destab = lowers stability of the mouse p/CIP coactivator protein; decrease of EGFP signal, % at 10 µM; 290,000 compounds, 0.01% hits; AID 1984; F442A p/CIP-EGFP cells, EGFP fluorescence, 16 h;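 active means EGFP signal decrease of at least 30% at 10 µM or well 3 SD below plate mean, unless failing retest; inactive means the rest, including hits failing retest or dose response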; further: some compounds called inactive have numbers as strong as hits; many of its hits are not listed in these tables
* marks the source's active call; other numbers are inactive results; u = inconclusive; x = not tested or not shown.

SMILES	VIM-2 inh	IDE cell activ	FID counter	PfM18AAP inh	NS3 helicase inh	IMP-1 inhibitor	IDE cell inh	SUMO HTRF inh	pCIP destab
CS(=O)(=O)N(Cc1ccco1)Cc1ccccc1Cl	-2.3	-1	-4	5	-4	0.4	6	12	-9
O=C(O)CCCC(=O)OCCCCc1cccs1	-1.7	-2	-21	-3	1	-1.9	5	9	6
CCCOc1ccc(N2C(=O)CC(N3CCN(c4nc5ccccc5s4)CC3)C2=O)cc1 (stereo not given)	-1.5	-9	-10	-2	-4	-1.4	3	1	-2
CC(C)(C)c1ccc(OCC(O)CN2CCN(C(=O)c3ccccc3)CC2)cc1 (stereo not given)	-1.8	5	-23	10	-19	-0.7	1	-2	1
O=C(Nc1nc2ccccc2n1CCN1CCCCC1)c1ccc(Cl)cc1	-4.6	x	-3	-2	2	0.3	1	20	-4
CCOC(=O)N1CCN(C(=O)CSc2nnc(CNC(=O)c3c(F)cccc3Cl)o2)CC1	-5.1	4	-8	-1	-3	-0.6	-4	5	-1
Cn1c(CCNC(=O)c2ccco2)nc2cc([N+](=O)[O-])ccc21	-0.8	10	-4	2	-1	-1.1	-1	-2	-1
Cc1ccc(NC(=S)NCc2ccccc2)cc1S(=O)(=O)N1CCCCC1	-2.0	-12	-9	2	-13	-2.6	11	-16	4
Cc1noc(C)c1COC(=O)CCCNC(=O)c1ccc(Cl)cc1	0.6	-4	-8	1	-3	-2.6	7	17	-12
COC(=O)CSc1nnc(-c2ccncc2)n1N	-1.8	4	2	0	3	-1.1	-7	15	4
Cc1ccc(SCCOCCN2CCOCC2)cc1	0.3	0	-1	-10	2	-2.2	-3	9	-6
COC(=O)N1C(=O)[C@](c2ccccc2)(C(C)C)N1C(=O)OC	-3.9	1	-22	3	-2	-3.9	1	9	1
O=C(NCc1ccco1)/C(=C\c1cccc([N+](=O)[O-])c1)NC(=O)c1ccco1	-3.8	3	-2	5	7	-3.1	-3	9	-4
Cc1ccc(S(=O)(=O)Oc2ccccc2/C=N/N=C(N)N)cc1	-1.4	-1	13	2	-34	-1.9	-3	25	9
CCOC(=O)C(NCCc1ccccc1)(NC(C)=O)C(F)(F)F (stereo not given)	-1.0	4	-5	0	-1	-4.6	4	7	1
O=C(NCCc1ccc(F)cc1)Nc1ccc([N+](=O)[O-])cc1	-1.7	-5	5	-8	12	-1.7	x	6	-11
CC(C(=O)N1CCCCC1)n1sc2ccccc2c1=O (stereo not given)	-1.0	-1	-5	3	-1	-2.1	1	10	0
CN(C)S(=O)(=O)c1ccc(/C(O)=C2/C(=O)C(=O)N(Cc3cccnc3)C2c2ccco2)cc1 (stereo not given)	-5.3	-3	-12	5	4	-2.4	-8	6	-9
C=CCn1c(SCc2cc(C(C)=O)ccc2OCC)nc2ccccc2c1=O	-0.8	1	-12	-1	1	-5.5	6	-12	2
Cc1ccc(NC(=O)NNC(=O)CN2C(=O)COc3ccccc32)cc1	-3.0	-2	-13	-3	-10	-4.8	3	6	-9
Cc1cc(=O)n2nc(-c3ccccc3)sc2c1C#N	-2.9	3	-9	4	7	-1.3	-1	18	7
O=C(NC1CCSc2ccccc21)c1cccc(Br)c1 (stereo not given)	-0.9	-2	-12	4	4	-0.4	2	-6	-3
CC1CC(NC(=O)c2ncn[nH]2)CC(C)(C)C1 (stereo not given)	-2.8	5	-1	-2	1	-3.9	3	-10	-3
O=C(C(=S)N1CCOCC1)c1c[nH]c2ccccc12	-2.7	4	1	18	6	-3.1	2	13	-5
CCCOP(=O)(c1ccc(N(C)C)cc1)C(O)c1ccccc1OC (stereo not given)	-4.3	5	-24	6	8	-2.0	-6	7	-10

(list continues)
SMILES	VIM-2 inh	IDE cell activ	FID counter	PfM18AAP inh	NS3 helicase inh	IMP-1 inhibitor	IDE cell inh	SUMO HTRF inh	pCIP destab
Cn1c(=O)c2c(nc(N3CCN(c4ccccn4)CC3)n2Cc2ccccc2Cl)n(C)c1=O	-1.7	0	-1	-1	-3	-1.7	1	8	-3
CCOc1cccc(-c2c(C(=O)N/N=C/c3cccnc3)nnn2-c2nonc2N)c1	-2.1	6	-3	-1	12	-1.8	1	-4	-4
Cc1cc(NC(=O)COc2ncnc3sc(C)c(C)c23)no1	-1.2	-3	0	-1	-2	-3.5	11	3	-6
CCOCCCNC(=O)CN1C(=O)CSc2ccccc21	-1.3	8	0	3	-1	0.4	4	2	5
Cc1cccc(N2CCN(Cc3cn(C)nc3-c3ccccc3F)CC2)n1	-2.1	4	-7	-4	1	-2.3	0	9	-7
O=C(O)c1cccc(COc2ccc3c(c2)CCC3)c1	-0.3	3	-27	-2	24	-3.4	1	0	-20
O=C(c1ccccc1)N1N=C(c2ccc(F)cc2)CC1(O)C(F)(F)F (stereo not given)	-2.0	2	-20	4	1	-1.4	-3	-16	2
CC(C)N(Cc1nc(-c2ccccc2)no1)C(=O)C1CCCCC1	-4.5	-5	-29	0	2	-0.7	2	-2	2
CCCN(CCC)c1nc(C)cc(C(C#N)c2nc3ccccc3o2)n1 (stereo not given)	1.5	x	6	-9	7	-0.7	-1	0	-4
O=C(CN(C(=O)CNS(=O)(=O)c1ccc(F)cc1)c1ccccc1)NCc1ccco1	-1.6	-1	-25	-9	10	-3.4	0	13	-20
COc1ccccc1N1CCN(/N=C/c2cccc(O)c2)CC1	0.5	7	-18	-8	0	-2.5	1	-4	-11
COC(=O)CSc1nnc(COc2ccc([N+](=O)[O-])cc2)n1C	-0.1	4	-1	-10	0	-4.3	6	4	1
COc1ccc(C2C(C#N)=C(N)Oc3cc(C)n(Cc4ccco4)c(=O)c32)cc1 (stereo not given)	0.6	-2	0	-12	12	2.5	3	14	18
COc1ccc(N2CCN(CC(=O)Nc3cc4c(cc3C(C)=O)OCO4)CC2)cc1	-3.0	x	1	4	-6	-1.9	x	x	x
CC(C)(C)SCCNC(=O)CN1C(=O)c2ccccc2S1(=O)=O	-4.0	-2	2	-11	4	-2.0	1	3	4
CC(=O)Nc1sc(N/N=C\c2ccc(O)cc2)nc1-c1cccs1	-4.7	3	-11	17	4	-3.4	4	6	0
CCNC(=S)N/N=C/c1cc(Br)cc(Br)c1OC	-0.2	-4	-8	-1	1	-1.8	3	13	4
COc1ccc(NC(=O)c2cc3c(=O)n(C)c4ccccc4c3n2C)cc1Cl	-0.4	1	-1	-1	8	-2.9	3	8	-1
CC1(C)Cc2c(cnn2-c2cccc(F)c2)C(NC(=O)CSc2ccccn2)C1 (stereo not given)	-0.1	-6	-44	6	5	-1.9	2	15	-9
COCCN(CCOc1cc(C)cc(C)c1)Cc1ccc(Cl)cc1	-4.6	3	-10	-4	4	-5.0	3	11	-22
CO/N=C(/CNC(=O)c1cccc(Cl)c1)c1ccc(Cl)cc1	-0.3	-4	-6	1	-9	-2.0	6	-18	-16
CCC1(CC)C(=O)NC(=O)NC1=Nc1cccc(OC)c1	-8.2	1	0	8	-7	-2.3	2	16	-5
Cc1ccc(OCC(=O)NC2CCS(=O)(=O)C2)c(C)c1 (stereo not given)	-2.1	-3	-7	-12	2	-3.4	x	13	-8
COc1ccc2cc(C(=O)N3CCN(c4ccccc4OC)CC3)[nH]c2c1	-0.1	1	-34	15	-12	-2.2	2	4	1
CCn1ncc(C2=NOC(C(=O)NCC(C)C)C2)c1C (stereo not given)	-0.3	3	0	-5	-6	-1.0	0	8	2

A second format for part of the listing above.
SMILES,VIM-2 inh,IDE cell activ,FID counter,PfM18AAP inh,NS3 helicase inh,IMP-1 inhibitor,IDE cell inh,SUMO HTRF inh,pCIP destab
Cn1c(=O)c2c(nc(N3CCN(c4ccccn4)CC3)n2Cc2ccccc2Cl)n(C)c1=O,-1.7,0,-1,-1,-3,-1.7,1,8,-3
CCOc1cccc(-c2c(C(=O)N/N=C/c3cccnc3)nnn2-c2nonc2N)c1,-2.1,6,-3,-1,12,-1.8,1,-4,-4
Cc1cc(NC(=O)COc2ncnc3sc(C)c(C)c23)no1,-1.2,-3,0,-1,-2,-3.5,11,3,-6
CCOCCCNC(=O)CN1C(=O)CSc2ccccc21,-1.3,8,0,3,-1,0.4,4,2,5
Cc1cccc(N2CCN(Cc3cn(C)nc3-c3ccccc3F)CC2)n1,-2.1,4,-7,-4,1,-2.3,0,9,-7
O=C(O)c1cccc(COc2ccc3c(c2)CCC3)c1,-0.3,3,-27,-2,24,-3.4,1,0,-20
O=C(c1ccccc1)N1N=C(c2ccc(F)cc2)CC1(O)C(F)(F)F (stereo not given),-2.0,2,-20,4,1,-1.4,-3,-16,2
CC(C)N(Cc1nc(-c2ccccc2)no1)C(=O)C1CCCCC1,-4.5,-5,-29,0,2,-0.7,2,-2,2
CCCN(CCC)c1nc(C)cc(C(C#N)c2nc3ccccc3o2)n1 (stereo not given),1.5,x,6,-9,7,-0.7,-1,0,-4
O=C(CN(C(=O)CNS(=O)(=O)c1ccc(F)cc1)c1ccccc1)NCc1ccco1,-1.6,-1,-25,-9,10,-3.4,0,13,-20

The results go on:
SMILES	VIM-2 inh	IDE cell activ	FID counter	PfM18AAP inh	NS3 helicase inh	IMP-1 inhibitor	IDE cell inh	SUMO HTRF inh	pCIP destab
COc1ccc(CN(CC(=O)NCc2ccccc2)C(=O)CCC(=O)Nc2nccs2)cc1	-3.5	-3	-35	-3	9	-3.1	-1	-8	0
O=C(OCC1O[C@@H](OC(=O)c2cc(O)c(O)c(O)c2)[C@@H](OC(=O)c2cc(O)c(O)c(O)c2)[C@@H](OC(=O)c2cc(O)c(O)c(O)c2)[C@@H]1OC(=O)c1cc(O)c(O)c(O)c1)c1cc(O)c(O)c(O)c1 (stereo not given in full)	-3.5	x	6	41*	64*	-1.2	-2	u	-2
C#CC(C)(C)NC(=O)c1sccc1Oc1ccc(F)cc1[N+](=O)[O-]	1.0	3	-14	6	-8	-3.0	6	-2	0
O=C(CSc1nc2cc(Cl)ccc2s1)N1CCCc2ccccc21	-3.0	7	-8	-9	-4	-1.2	3	-14	-8
CC(C)CC(=O)NCCCN1CCN(CCCNC(=O)CC(C)C)CC1	-0.8	5	-4	2	-2	-5.3	-1	-2	-26
S=c1[nH]nc(Cc2cccc3ccccc23)o1	3.1	-2	-6	14	1	-2.0	1	-3	-15
